Rac1 GTP hydrolysis – MgcRacGAP GTPase-activating activity inhibitors, confirmation, biochemical, ADP Hunter fluorescence; MgcRacGAP-stimulated Rac1 GTP hydrolysis, ADP Hunter fluorescence; higher % means a stronger effect; GST-tagged Rac1 F28L mutant substrate; one-dose inhibition, % at 30 µM; IC50 in µM for titrated hits; 340,000 compounds, 0.6% hits; AID 624330;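 active = first-screen hits whose inhibition reached a set limit at any dose in the follow-up dose series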;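 also: fluorescence reports GDP produced by GAP-driven GTP hydrolysis; strong numbers were not always called active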
SV40 large T antigen – TAg ATPase/helicase activity blockers – biochemical (AID 1903); SV40 large T antigen ATPase/helicase inhibition assay; higher % means a stronger effect; one-dose inhibition, % at 20 µM; IC50 in µM for titrated hits; 310,000 compounds, 0.39% hits; in the data active = a potency from the dose series; also: strong numbers were not always called active
Yfh1-depleted yeast – mitochondrial function rescue without frataxin homolog – Friedreich's ataxia, plus single-dose screen, dose response (AID 1465); one-dose fold induction at 50 µM; EC50 in µM for titrated hits; S. cerevisiae Yfh1-off respiration, WST-1 reduction, 72 h; higher fold induction means a stronger effect; 220,000 compounds, 0.074% hits;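 active = fold induction of absorbance versus untreated yeast above a set limit, then at least 30% activation at any dose in follow-up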;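 also: activators that raise dye reduction in frataxin-depleted yeast; strong numbers were not always called active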
GPR55 LPI antagonism – GPR55 antagonists blocking LPI-driven arrestin recruitment, primary screen, imaging, U2OS, beta-arrestin-GFP, LPI agonist (AID 2013); U2OS GPR55 beta-arrestin-GFP translocation imaging, LPI antagonism; higher % means a stronger effect; 290,000 compounds, 0.13% hits; inhibition, % at 10 µM; hits with a dose series show IC50 in µM;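 active = spots per cell inhibited over 60%, with over 100 cells counted and total cytoplasm intensity under 500,000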;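 also: U2OS cells stably carrying GPR55 and arrestin-GFP stimulated by 5 µM LPI near EC80; imaged beta-arrestin-GFP aggregate spots per cell after agonist stimulation; plate controls were LPI-stimulated DMSO wells for no effect and DMSO wells without LPI for full effect; some results filed as inactive read as strong as hits; confirmed hits need IC50 under 10 µM and bright autofluorescent wells are also inconclusive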
Dengue-2 NS5 capping – Dengue-2 NS5 methyltransferase inhibitors, primary screen, biochemical, confirmation dose response (AID 588689) | Dengue-2 NS5 methyltransferase capping enzyme assay, biochemical; higher % means a stronger effect | inhibition, % at 25 µM; hits with a dose series show IC50 in µM | 340,000 compounds, 0.3% hits; in the data active = a potency from the dose series
NTR1 agonist – agonists of NTR1, primary screen, imaging, U2OS cells, beta-arrestin-GFP, high content (AID 493036); P30989; NTR1-U2OS beta-arrestin-GFP spot imaging, agonist mode; activation, % at 20 µM; 330,000 compounds, 0.17% hits;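 active = activation at or above 40% of the spot to cytoplasm intensity ratio, with at least 20 cells analyzed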;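 also: 0% = DMSO without peptide and 100% = 100 nM NTR1 peptide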
Target sequence (P30989 whole entry, looked up): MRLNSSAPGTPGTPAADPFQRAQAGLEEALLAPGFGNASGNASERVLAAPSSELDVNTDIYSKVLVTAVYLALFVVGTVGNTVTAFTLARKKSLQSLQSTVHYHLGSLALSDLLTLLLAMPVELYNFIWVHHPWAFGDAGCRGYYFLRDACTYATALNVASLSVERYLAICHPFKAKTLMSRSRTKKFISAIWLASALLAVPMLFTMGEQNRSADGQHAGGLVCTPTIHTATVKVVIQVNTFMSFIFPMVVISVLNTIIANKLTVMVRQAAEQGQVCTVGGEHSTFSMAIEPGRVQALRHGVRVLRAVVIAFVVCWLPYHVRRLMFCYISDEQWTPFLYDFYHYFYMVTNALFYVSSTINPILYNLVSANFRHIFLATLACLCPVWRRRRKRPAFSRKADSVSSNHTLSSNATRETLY
GPR55 beta-arrestin – selective activators of receptor GPR55 – imaging, U2OS cells, beta-arrestin-GFP redistribution, primary screen (AID 1961) | U2OS GPR55 beta-arrestin-GFP redistribution imaging; higher % means a stronger effect | activation, % at 10 µM; hits with a dose series show EC50 in µM | 290,000 compounds, 0.048% hits;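 active = activation above 40% with more than 50 cells counted in the well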;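 also: U2OS osteosarcoma cells stably expressing GPR55 and beta-arrestin-GFP; plate controls were DMSO negative control for no effect and LPI positive control for full effect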
AID2073 – disruptors of CaV2.2 binding to Mint1 – biochemical, HTRF (AID 2073). 290,000 compounds, 0.19% hits. one-dose inhibition, % at 20 µM; IC50 in µM for titrated hits. HTRF protein-protein interaction, Mint1-CaV2.2; higher % means a stronger effect; in the data active = inhibition mostly above about 51%, no sharp cut-off; also: some results filed as inactive read as strong as hits
GPR35 antagonists – GPR35 antagonists blocking zaprinast-driven arrestin recruitment, primary screen, imaging, U2OS, beta-arrestin-GFP, zaprinast agonist (AID 2058); U2OS GPR35 beta-arrestin-GFP translocation imaging, zaprinast antagonism; higher % means a stronger effect; 290,000 compounds, 0.052% hits; inhibition, % at 10 µM; hits with a dose series show IC50 in µM;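 active = inhibition of at least 50% with at least 30 cells and total cytoplasm GFP at most 10,000,000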
NTR1 agonist cell count 20 µM – further read-out of NTR1 agonist, marked with its call; cell count; measured here: cell count, cytotoxicity flag
Dengue-2 NS5 capping pilot replicate – recorded beside Dengue-2 NS5 capping, whose call it bears; inhibition, %; measured here: pilot screen replicate inhibition
Active calls of the source: *; i = inactive; . = no result given. This is a random part of the collection; about 1.7% have a hit in one of these screens.

SMILES	Rac1 GTP hydrolysis	SV40 large T antigen	Yfh1-depleted yeast	GPR55 LPI antagonism	Dengue-2 NS5 capping	NTR1 agonist	NTR1 agonist cell count 20 µM	GPR55 beta-arrestin	AID2073	GPR35 antagonists	others
NS(=O)(=O)c1ccc(NC(=S)NNC(=O)c2ccc(Br)o2)cc1	4%	38%	.	-2%	-8%	-0.6	56	0.0%	-5%	1%
CSc1ccccc1NC(=O)c1cnc2scc(C)n2c1=O	8%	0%	i	1%	-2%	7.8	58	-0.1%	3%	4%
CC1CCN(C(=O)CN(c2cccc(F)c2)S(C)(=O)=O)CC1	6%	.	i	-2%	4%	-0.1	29	-0.1%	-4%	6%
O=C(C1CCN(C2CC(=O)N(c3ccc(Cl)cc3)C2=O)CC1)N1CCOCC1 (stereo unspecified)	-4%	8%	i	19%	7%	-1.2	62	-0.2%	-3%	10%
O=C(COC(=O)C1=COCCO1)Nc1ncc(Cl)cc1Cl	2%	12%	.	.	-7%	1.1	56	.	.	.
COc1cc(OC)c(OC)cc1/C=N/n1c(C)nc2ccccc2c1=O	-7%	27%	.	1%	-4%	-0.7	72	-0.1%	17%	-3%
Cc1ccc(-c2nnc(NC(=O)C3=COCCO3)o2)c(C)c1	-1%	6%	.	.	-10%	-1.3	46	.	.	.
CC(COc1ccc(C(C)C)cc1)NC(=O)c1ccc(Br)o1 (stereo unspecified)	7%	13%	.	92%	-7%	4.2	65	0.2%	-4%	-4%
CC12CCC(=O)N1C(C(=O)Nc1ccc(Cl)c(S(=O)(=O)N3CCCCC3)c1)CS2 (stereo unspecified)	5%	13%	.	.	3%	1.8	55	.	.	.
O=C(COc1ccccc1C(=O)Nc1ccccc1)NCCc1ccccc1	1%	16%	i	5%	-9%	1.7	49	-0.3%	38%	14%
C#CC1(NC(=O)N(C)C)CCCCC1	5%	13%	i	-12%	-2%	0.2	99	-0.3%	0%	-3%
N#CC1=C(N)SC(N)=C(C#N)C1C1C=CCCC1 (stereo unspecified)	4%	23%	i	-12%	-22%	0.6	69	0.7%	-18%	6%	Dengue-2 NS5 capping pilot replicate=-4.8
CCOCCCNC(=O)C1CCN(C(=O)Nc2ccc(C)cc2)CC1	6%	18%	i	0%	2%	-1.3	83	-0.1%	-1%	20%
Clc1ccc(CN2CCCCCCC2)cc1	19%	3%	i	17%	0%	1.3	43	-0.1%	1%	-1%
CCCc1cc(=O)oc2cc(OCc3cc(OC)c(OC)c(OC)c3)c(Cl)cc12	9%	2%	i	8%	-6%	0.5	97	-0.1%	-1%	-5%
CC(C)(C)NC(=O)Cn1ccc(=N)c2ccccc21	14%	-2%	i	6%	-4%	1.3	34	-0.2%	4%	5%
CCOC(=O)CSc1nc2ccccc2c(=O)n1CC1CCCC1	6%	-5%	i	12%	-5%	2.6	57	-0.3%	-4%	-7%
Cc1cc(C(C)(C)C)ccc1NC(=O)CC(C)(C)CC(=O)O	.	10%	.	-4%	.	-0.3	43	-0.2%	3%	-8%
CCC(c1nnnn1Cc1ccc(F)cc1)N1CCN(C)CC1 (stereo unspecified)	-3%	12%	i	-4%	2%	-0.7	28	0.1%	-3%	9%
O=S(=O)(c1ccc(OCC(O)CN2CCc3ccccc3C2)cc1)N1CCOCC1 (stereo unspecified)	9%	-5%	i	0%	7%	0.9	46	-0.1%	-9%	-5%

4 records picked at random from those above:
SMILES	Rac1 GTP hydrolysis	SV40 large T antigen	Yfh1-depleted yeast	GPR55 LPI antagonism	Dengue-2 NS5 capping	NTR1 agonist	NTR1 agonist cell count 20 µM	GPR55 beta-arrestin	AID2073	GPR35 antagonists	others
Cc1cc(C(C)(C)C)ccc1NC(=O)CC(C)(C)CC(=O)O	.	10%	.	-4%	.	-0.3	43	-0.2%	3%	-8%
CCOC(=O)CSc1nc2ccccc2c(=O)n1CC1CCCC1	6%	-5%	i	12%	-5%	2.6	57	-0.3%	-4%	-7%
N#CC1=C(N)SC(N)=C(C#N)C1C1C=CCCC1 (stereo unspecified)	4%	23%	i	-12%	-22%	0.6	69	0.7%	-18%	6%	Dengue-2 NS5 capping pilot replicate=-4.8
O=S(=O)(c1ccc(OCC(O)CN2CCc3ccccc3C2)cc1)N1CCOCC1 (stereo unspecified)	9%	-5%	i	0%	7%	0.9	46	-0.1%	-9%	-5%

(cont.)
SMILES	Rac1 GTP hydrolysis	SV40 large T antigen	Yfh1-depleted yeast	GPR55 LPI antagonism	Dengue-2 NS5 capping	NTR1 agonist	NTR1 agonist cell count 20 µM	GPR55 beta-arrestin	AID2073	GPR35 antagonists	others
CSCCC(NC(=O)c1cccc(C)c1)C(=O)O (stereo unspecified)	1%	9%	i	15%	-5%	0.5	40	0.0%	-2%	1%
Cc1ccccc1C(=O)/C=C1\NC(=O)CS1	4%	-3%	i	1%	4%	-2.3	71	0.4%	-3%	20%
COc1ccccc1CNC(=O)c1ccc(CS(=O)(=O)c2ccc(C)cc2)o1	2%	15%	.	9%	-6%	0.6	66	-0.1%	13%	-2%
CC(=O)c1ccc(S(=O)(=O)N2CCN(C(=O)c3ccccc3Cc3ccccc3)CC2)cc1	2%	14%	.	.	-19%	1.0	54	.	.	.
Cc1nc(CCNC(=O)CC2C(=O)NCCN2Cc2ccccc2F)sc1C (stereo unspecified)	4%	24%	i	10%	0%	1.7	66	0.2%	-18%	6%
O=C(NCc1ccc(Cl)cc1)C1CCN(S(=O)(=O)N2CCOCC2)CC1	5%	0%	i	-4%	-8%	2.9	49	1.2%	-8%	-10%
NC(=O)c1c(NC(=O)CCCC(=O)O)sc2c1CCCCCC2	8%	6%	i	0%	-3%	-0.7	54	-0.5%	-25%	6%
CNC(=O)CCn1nc(-c2ccc(Cl)cc2)c2ccccc2c1=O	9%	-1%	i	10%	3%	-0.2	48	0.0%	2%	9%
Cc1ccsc1C(=O)C1CCCN(Cc2cc(F)ccc2-n2cccn2)C1 (stereo unspecified)	7%	34%	i	8%	-3%	2.3	57	0.2%	6%	-6%
CCCCOC(=O)CSCC(=O)N1N=C(c2cccs2)CC1c1ccc(F)cc1 (stereo unspecified)	2%	13%	i	0%	-4%	3.1	69	-0.3%	8%	-5%
Cc1c(NC(=O)C2CCCN(S(=O)(=O)c3cnc[nH]3)C2)c(=O)n(-c2ccccc2)n1C (stereo unspecified)	3%	5%	.	-12%	-9%	3.4	58	-0.1%	-2%	11%
Cc1ccc(NC(=O)CSc2nc(C)c(Cc3ccccc3)c(=O)[nH]2)cc1C	6%	21%	i	5%	2%	1.5	38	-0.3%	10%	-1%
Cc1ccc(/C=N/NC(=O)c2ccccn2)s1	0%	5%	i	-22%	-1%	2.3	58	-0.1%	7%	7%
CSCCC(NC(=O)c1cccc([N+](=O)[O-])c1)C(=O)O (stereo unspecified)	3%	8%	i	1%	1%	-0.7	70	0.6%	4%	-5%
COc1cccc(C2=NOC(C(=O)NC(C)(C)C)C2)c1 (stereo unspecified)	5%	-2%	i	13%	-3%	0.7	46	0.2%	9%	6%
COc1ccc(-c2ccc(-c3noc(-c4ccco4)n3)c(OC)n2)cc1	10%	2%	i	-2%	14%	8.2	57	-0.5%	45%	-16%
CCCC(=Nc1ccccc1)C1=C(O)C(C(=O)OC)C(C)(C)CC1=O (stereo unspecified)	-1%	18%	i	-17%	-3%	0.7	47	-0.2%	-4%	-1%
Cc1ccc(SCc2cc(=O)[nH]c(SCC(=O)Nc3cc(Cl)ccc3Cl)n2)cc1	3%	-2%	i	-7%	-1%	3.8	29	0.6%	36%	-13%
C=CCSc1nc2ccccc2n1S(=O)(=O)c1ccc(Cl)cc1	8%	18%	i	.	-5%	-1.3	64	.	.	.
O=C(NC12CC3CC(CC(C3)C1)C2)c1cc(F)c(F)cc1Cl	4%	6%	.	7%	-8%	2.4	59	-0.1%	4%	7%
COCCN(CC1CCCN(C2Cc3ccccc3C2)C1)C(=O)c1ccc(C(C)=O)cc1 (stereo unspecified)	3%	11%	.	8%	-10%	0.2	65	-0.2%	7%	-3%
O=C(Nc1ccc2c(c1)Cc1ccccc1-2)c1cccnc1	14%	1%	i	-10%	-2%	3.1	41	-0.1%	-15%	-5%
CC1=NN(c2ccccc2)C(=O)C1N=Nc1ccc(C)cc1 (stereo unspecified)	.	-3%	i	10%	.	0.0	97	-0.3%	-2%	-2%

Part of the list above in order of length of the SMILES, descending:
SMILES	Rac1 GTP hydrolysis	SV40 large T antigen	Yfh1-depleted yeast	GPR55 LPI antagonism	Dengue-2 NS5 capping	NTR1 agonist	NTR1 agonist cell count 20 µM	GPR55 beta-arrestin	AID2073	GPR35 antagonists	others
CC(=O)c1ccc(S(=O)(=O)N2CCN(C(=O)c3ccccc3Cc3ccccc3)CC2)cc1	2%	14%	.	.	-19%	1.0	54	.	.	.
C=CCSc1nc2ccccc2n1S(=O)(=O)c1ccc(Cl)cc1	8%	18%	i	.	-5%	-1.3	64	.	.	.
Cc1ccc(/C=N/NC(=O)c2ccccn2)s1	0%	5%	i	-22%	-1%	2.3	58	-0.1%	7%	7%
